Bioassay records: PubChem BioAssay, The Scripps Research Institute Molecular Screening Center
LEDGF integ inh = blockers of LEDGF/p75-dependent integrase strand transfer – biochemical, TR-FRET, high throughput, primary screen; TR-FRET IN-LEDGF/p75 DNA integration, Eu/Cy5; inhibition, % at 3.7 µM; actives 0.64% (n = 370,000); HIV-1 integrase (with human LEDGF/p75);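 active = inhibition above the screen-wide mean plus 3 SD, cut at about 13% in these data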;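 note: signal is the Cy5 over europium emission ratio at 671 and 618 nm; 0% = plate median of compound wells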
UHRF1 binding = UHRF1 methylated DNA binding inhibitors, primary screen, counter-screen for MBD2 inhibitor project, biochemical, TR-FRET, human UHRF1, single concentration. E3 ubiquitin-protein ligase UHRF1 (Homo sapiens), Q96T88. UHRF1 binding to methylated oligo. inhibition, % at 4.4 µM. actives 0.75% (n = 370,000). AID 687016, 2013; in the data active = inhibition above about 21%;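 note: UHRF1 SRA domain binding a hemimethylated CpG hairpin DNA probe; 0% = median of test compound wells and 100% = reference inhibitor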
PRMT1 FP inh = PRMT1 methyltransferase inhibitors, primary screen, biochemical, fluorescence polarization; Protein arginine N-methyltransferase 1 (Homo sapiens), Q99873; recombinant PRMT1, activity-based probe fluorescence polarization; inhibition, % at 2.79 µM; actives 1.3% (n = 370,000); AID 652257, 2013;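 active = inhibition above about 21% made by adding two undisclosed values, limit read from the data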
DDE Tn6 FP inh = inhibitors of Tn6 peptide binding to fibrin DD(E), primary screen, biochemical, fluorescence polarization, human fibrin, Tn6 probe; Fibrinogen beta chain (Homo sapiens), P02675; Fibrin DD(E) TRITC-Tn6 fluorescence polarization displacement; inhibition, % at 8.3 µM; actives 0.21% (n = 370,000); AID 720509, 2013;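 active = inhibition above a per-campaign cutoff: mean of compounds within control limits plus 3 SD, cut at about 15% in these data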;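 note: 0% = median of all compound wells on the plate and 100% = blocking peptide control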
TCR CD3 inh = inhibitors of human TCR-CD3 interaction, primary screen, biochemical, fluorescence, TAMRA-labeled TCR probe | T-cell receptor (TCR) | inhibition, % at 9.4 µM | actives 0.37% (n = 360,000) | AID 651800, 2012; in the data active = inhibition above about 19%;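 note: recombinant mutant TCR 2C K166C tagged with TAMRA read by polarization; 0% = receptor in buffer alone and 100% = receptor with positive control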
DDE Tn7 FP inh = inhibitors of Tn7 peptide binding to fibrin DD(E), primary screen, biochemical, fluorescence polarization, human fibrin, Tn7 probe. FP displacement of FITC-Tn7 peptide from fibrin DD(E); 0% = median of compound wells per plate. actives 0.13% (n = 370,000). AID 720508, 2013. inhibition, % at 8.3 µM;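 active = inhibition above the mean of compounds falling within the control limits plus 3 SD of them, cut at about 14% in these data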;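 note: 0% = plate median of compound wells and 100% = 10 µM Aha-Tn7 peptide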
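Test system: human clot-derived fibrin DD(E) complex / Quantity: 2 µM final DD(E) protein / Incubation: 10 min plus 3 h, room temperature / Measured by: fluorescence polarization / Benchmarks: high control of 10 µM Aha-Tn7 peptide / Replicates: singlicate testing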
TDP2 inh = human TDP2 enzyme inhibitors, primary screen, biochemical, epi absorbance, recombinant enzyme | AID 720702, 2013 | T5PNP hydrolysis, p-nitrophenol absorbance 415 nm | inhibition, % at 12.8 µM | Tyrosyl-DNA phosphodiesterase 2 (Homo sapiens), O95551 | actives 0.34% (n = 370,000);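 active = inhibition above the mean of all tested compounds plus 3 SD, set per campaign, cut at about 25% in these data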;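 note: 0% = DMSO with enzyme and 100% = buffer with substrate but no TDP2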
Target sequence (O95551 whole entry, looked up): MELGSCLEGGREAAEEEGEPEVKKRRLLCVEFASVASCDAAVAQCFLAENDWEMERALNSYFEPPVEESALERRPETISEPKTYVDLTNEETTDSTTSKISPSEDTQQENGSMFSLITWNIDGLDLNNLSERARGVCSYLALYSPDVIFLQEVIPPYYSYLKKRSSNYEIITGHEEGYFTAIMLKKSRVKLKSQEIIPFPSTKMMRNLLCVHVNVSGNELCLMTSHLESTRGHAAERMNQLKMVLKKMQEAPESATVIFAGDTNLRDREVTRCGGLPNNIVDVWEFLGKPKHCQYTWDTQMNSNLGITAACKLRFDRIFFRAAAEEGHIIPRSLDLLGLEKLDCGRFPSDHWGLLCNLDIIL
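Evaluation: % inhibition relative to enzyme-containing and enzyme-free wells. Material: recombinant human TDP2. Benchmarks: enzyme-free and DMSO wells. Timing: enzyme reaction with compound for 2 h at 37 °C. Compound dosing: 12.8 µM only. Measured by: p-Nitrophenol epi absorbance. Reagent: T5PNP substrate at 5 mM, a TopII-DNA adduct mimic. Replication: single well per compound.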
SIAE inh = human SIAE inhibitors, primary screen, biochemical, fluorescence polarization, FP-Rh probe, 1536-well HTS. SIAE FP-Rh probe binding. inhibition, % at 9.66 µM. actives 0.69% (n = 370,000). AID 1053197, 2014;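 active = inhibition above a cutoff: mean of compounds within the control limits plus 3 SD of those, cut at about 17% in these data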;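 note: 0% = plate median of compound wells and 100% = probe without SIAE protein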
MBD2 inh = inhibitors of MBD2 binding to methylated DNA, primary screen, biochemical, TR-FRET, DNA-binding domain, human; Methyl-CpG-binding domain protein 2 (Homo sapiens), Q9UBB5; MBD2 binding to methylated oligonucleotide; inhibition, % at 4.4 µM; actives 0.31% (n = 370,000); AID 686964, 2013; in the data active = inhibition above about 13%
Target sequence (Q9UBB5 whole entry, looked up, the tested form may be a part): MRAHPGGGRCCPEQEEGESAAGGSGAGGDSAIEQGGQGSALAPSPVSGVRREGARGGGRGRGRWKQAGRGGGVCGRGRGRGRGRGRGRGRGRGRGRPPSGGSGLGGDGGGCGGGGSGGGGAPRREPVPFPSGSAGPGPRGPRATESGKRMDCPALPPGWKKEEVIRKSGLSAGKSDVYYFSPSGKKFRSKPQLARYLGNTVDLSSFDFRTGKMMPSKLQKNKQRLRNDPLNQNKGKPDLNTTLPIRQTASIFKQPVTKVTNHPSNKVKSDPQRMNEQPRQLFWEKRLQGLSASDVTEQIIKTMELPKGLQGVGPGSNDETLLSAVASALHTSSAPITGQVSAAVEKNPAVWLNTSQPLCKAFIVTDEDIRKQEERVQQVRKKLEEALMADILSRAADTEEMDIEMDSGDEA
proKLK7 act = proKLK7 zymogen activators, primary screen, biochemical, fluorescence intensity. activation, % at 7 µM. actives 0.9% (n = 370,000). Kallikrein-7 (Homo sapiens), P49862. AID 652039, 2013. purified proKLK7, EDANS-DABCYL substrate fluorescence; 100% is mature enzyme control, 0% vehicle;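 active = activation above the mean of all tested compounds plus 3 SD, computed per campaign excluding outliers beyond control limits, cut at about 13% in these data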
Target sequence (P49862 whole entry, looked up): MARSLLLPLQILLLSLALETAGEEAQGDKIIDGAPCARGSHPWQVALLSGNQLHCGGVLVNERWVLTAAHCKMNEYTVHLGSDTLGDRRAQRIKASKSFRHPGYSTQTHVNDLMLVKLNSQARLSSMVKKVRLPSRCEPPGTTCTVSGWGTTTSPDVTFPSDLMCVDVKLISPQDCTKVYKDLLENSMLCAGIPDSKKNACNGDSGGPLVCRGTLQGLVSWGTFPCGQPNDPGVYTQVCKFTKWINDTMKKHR
* hit, by the source's call; · = no result given.

Every second line gives: TDP2 inh	PRMT1 FP inh	MBD2 inh	TCR CD3 inh	proKLK7 act	LEDGF integ inh	DDE Tn7 FP inh	SIAE inh	DDE Tn6 FP inh	UHRF1 binding
Cc1ccc2cc(CN(CCCO)S(=O)(=O)c3cccc4nsnc34)c(=O)[nH]c2c1C
    -12	-5	-9	6	-0.3	3	-10	-1	-3	-1
O=C(NNC(=S)Nc1ccc(Cl)cc1)c1ccccc1OC(F)F
    -14	-1	-2	5	-0.1	0	-1	9	-7	-2
Cc1cc([N+](=O)[O-])ccc1NC(=O)CSc1nnc(C)n1C
    -3	3	3	5	-0.6	-4	2	-6	1	0
CC(=O)Nc1ccc2oc(-c3ccccc3)nc2c1
    4	0	2	-3	5.0	-3	-8	-4	2	23*
CCn1nc(C)c(/C=N/NC(=O)c2nc3nc(C)cc(C)n3n2)c1C
    3	0	0	7	-0.2	1	-2	0	-10	-1
Cc1ccc(S(=O)(=O)Nc2ccc(O)c(Sc3ncn[nH]3)c2)cc1
    -1	6	-1	9	0.5	-1	-12	0	0	3
COc1ccc(N2CCN(C(=O)CNC(=O)Cc3ccccc3)CC2)cc1
    -19	5	5	-2	-0.1	-5	-4	-2	-4	5
O=C(NNC(=O)c1ccccc1)C(=O)N1CCCCC1
    1	-5	1	1	-0.2	-2	-2	-1	-8	0
Cc1nn(C)c(C)c1CN(C)S(=O)(=O)c1ccc2ccccc2c1
    3	1	3	-2	-0.1	0	-3	-7	-1	4
Cc1onc(-c2ccccc2)c1C(=O)N1CCC(C)(C(=O)NS(=O)(=O)C2CC2)C1 (stereo unspecified)
    1	-3	-4	1	-0.1	-1	-1	4	1	-1
CC(=O)c1ccc(OCC(O)Cn2nnc3ccccc32)cc1 (stereo unspecified)
    4	-1	4	5	0.0	1	4	-10	12	2
CCOC(=O)Cn1c(=O)oc2cc(S(=O)(=O)N3CCn4c3nc3ccccc34)ccc21
    7	0	-3	0	0.8	2	-1	12	-5	4
CCN(CC)C(=O)COc1cc(C)c(Cl)c(C)c1
    -13	3	2	-4	-0.1	-4	-13	-4	-7	9
CCN(CC)C(=O)C1CCN(S(=O)(=O)c2ccc(-n3cnnn3)cc2)CC1
    0	-2	0	6	0.1	-2	-8	3	-3	3
CC(C)C[C@@H](CO)N1CCN(CCc2ccccc2)CCC1=O
    -11	-2	2	-10	0.1	4	-6	-7	-3	7
CCN(CC)c1nc(C)c(C(=S)Nc2cc([N+](=O)[O-])ccc2Cl)s1
    15	1	0	-3	-1.0	-1	1	-1	14	-1
Cc1ccc(C(=O)NCC(=O)OCc2cccc(Br)c2)cc1
    6	0	-1	-4	-0.1	2	-5	-2	2	3
COCCCNC(=O)CSc1nc2cc(C(=O)NCCOC)ccc2c(=O)n1Cc1ccc2c(c1)OCO2
    -2	-4	1	-2	0.1	-4	3	-5	-6	5
O=C(N/C(=C\c1ccco1)C(=O)N1CCOCC1)c1ccco1
    -6	7	-1	3	0.6	2	-1	6	1	-5
O=C1CC(Nc2ccc(N3CCOCC3)cc2)C(=O)N1CCc1ccccc1 (stereo unspecified)
    10	6	-1	-1	2.8	6	2	17	5	-5
CC(C)(CNC(=O)CCNC(=O)c1ccc(Br)cc1)N1CCOCC1
    -6	-1	-1	2	0.4	9	1	-8	0	3
CC(C)(c1ccccc1)c1ccc(OCCN2CCCC2)cc1
    0	3	3	0	-0.3	-6	6	1	-1	1
Cc1cccc(NC(=O)Cc2coc3ccc4ccccc4c23)n1
    8	2	3	0	-1.1	-4	2	-6	6	6
O=C(NC1CCCCC1)c1c2c(nc3ccccc13)CCC2
    6	3	4	-6	-0.1	3	-5	3	-1	0
CCC1CCCCN1C(=O)CNCC1CCCO1 (stereo unspecified)
    33*	-3	-3	3	-0.9	-1	-5	-1	3	-1
CCOC(=O)c1c(S(=O)(=O)N2CCCC(C)C2)c(C)n(C)c1C (stereo unspecified)
    -12	-2	4	-5	0.2	3	-1	-1	-1	5
O=C(NNC(=O)c1cc2ccccc2cc1O)Nc1ccccc1F
    -2	3	-3	13	-1.8	0	0	5	-6	0
Cc1cc(C)c(CN2CCN(C(=O)CC[C@H]3O[C@@H](n4cnc5c(NC(=O)c6ccccc6)ncnc54)[C@H](O)[C@@H]3O)CC2)c(C)c1
    7	3	4	5	-0.3	3	3	0	-5	2
CCOc1ccc(NC(=O)/C(C=Nc2ccccc2)=C(\C)O)cc1
    -5	5	4	-8	0.2	-10	6	2	0	1
COc1cc(OC)cc(C2=Cc3ccc(OC)cc3C(CC(C)=O)N2c2ccc(C#CC3(O)CCCCC3)cc2)c1 (stereo unspecified)
    -6	1	-4	-5	4.8	-2	-1	-2	-10	-3

Some of these compounds in order of their number in TDP2 inh, descending.
molecule	TDP2 inh
O=C(NC1CCCCC1)c1c2c(nc3ccccc13)CCC2	6
O=C(NNC(=O)c1cc2ccccc2cc1O)Nc1ccccc1F	-2
CCOC(=O)c1c(S(=O)(=O)N2CCCC(C)C2)c(C)n(C)c1C (stereo unspecified)	-12

Going on with the list:
Every second line gives: TDP2 inh	PRMT1 FP inh	MBD2 inh	TCR CD3 inh	proKLK7 act	LEDGF integ inh	DDE Tn7 FP inh	SIAE inh	DDE Tn6 FP inh	UHRF1 binding
Fc1ccccc1C1CC(c2ccco2)=Nc2ccccc2S1 (stereo unspecified)
    -19	71*	-5	-9	0.8	8	-1	-1	7	-3
COc1cc(/C=C/C(=O)O)cc(S(=O)(=O)N2CCc3ccccc3C2)c1OC
    3	2	1	-7	0.2	-1	-3	1	-6	-1
C/C(=N\NC(=O)Cc1cccs1)c1ccco1
    3	1	-7	·	0.0	1	-3	6	6	-1
CCCCN1C[C@@H](COCc2ccccc2)Oc2cc(F)ccc2S1(=O)=O
    1	-5	0	·	-0.1	-3	-5	0	-5	5
COc1ccc(/C=N/NC(=O)c2[nH]c3ccc(Cl)cc3c2-c2ccccc2)c(C(=O)O)c1OC
    6	-5	1	1	0.9	3	0	-1	-7	-2
O=C(Nc1cccnc1)C1CCN(S(=O)(=O)c2cccs2)CC1
    1	-3	-7	-1	0.4	1	9	0	9	-1
O=S(=O)(Nc1cccnc1)c1cccc(C(F)(F)F)c1
    7	1	0	0	0.5	0	0	9	2	-2
CNC(=O)C[C@H]1C(=O)N(Cc2ccccc2)C[C@@H]1CSC
    1	2	3	-2	-0.4	1	-3	-3	-3	-3
O=C(CN1C(=O)c2ccc([N+](=O)[O-])cc2C1=O)NCC1CCCO1 (stereo unspecified)
    -6	1	5	4	-0.6	-5	5	-2	-2	4
CC(=O)N(C)c1ccc(NC(=O)c2cnn(C)c2)cc1
    1	-3	2	3	-0.8	-2	7	5	0	-1
CSc1ccccc1OCc1cc(C(=O)NCC(C)Oc2cccnc2)no1 (stereo unspecified)
    -6	-1	-1	7	0.1	3	-2	-3	4	-1
Cc1ccc(NCc2nnc(SCC(=O)N3c4ccccc4Sc4ccccc43)o2)c(C)c1
    5	1	-3	-7	0.2	1	2	-5	-2	3
CCn1c(C(C)NC(=O)Cc2ccccc2)nc2ccccc21 (stereo unspecified)
    -4	0	-2	0	0.1	1	-6	0	-1	-2
Cc1cc2c3c(c1)C(C)CC(C)(C)N3C(=O)C2=O (stereo unspecified)
    1	0	-7	0	-0.4	1	-4	-5	-1	-8
COc1ccc(OC)c(NC(=O)C(Sc2ccccc2)c2ccccc2)c1 (stereo unspecified)
    0	5	3	-3	0.9	-1	1	-2	-4	4
Cc1ccc(S(=O)(=O)N(C)CC(=O)Nc2ccccc2)cc1
    2	0	0	3	0.4	0	-12	-2	-7	1
Cc1ccc(C(C(=O)NCc2ccccc2)N(Cc2ccco2)C(=O)c2snc(C(N)=O)c2N)o1 (stereo unspecified)
    2	5	4	-1	-0.2	-1	-7	2	-6	-4
COc1cccc(C2=CC(c3cccc(OC)c3OC(F)F)n3nnnc3N2)c1 (stereo unspecified)
    -6	2	1	-1	7.1	0	0	0	3	3
C/C(CC(=O)Nc1cc(C)ccn1)=N\NC(=O)c1ccncc1
    5	1	-5	0	-2.2	1	1	0	-6	-10
Cc1nn(C(C)CC(=O)O)c(C)c1Br (stereo unspecified)
    -16	-2	2	2	-0.1	2	-1	-3	-2	1
COc1cccc(NC(=O)C(Sc2nnc3ccccn23)c2ccccc2)c1 (stereo unspecified)
    10	0	3	1	0.0	0	-2	2	0	-3
COC(=O)c1ccc(CSC2=NC[C@@H]3[C@@H]4C(=O)N(Cc5ccccc5)C(=O)[C@@H]4[C@](Cc4ccccc4)(C(=O)OC)N23)cc1
    -1	5	4	-6	0.3	-1	2	-4	4	10
CCN(CC(=O)Nc1ccc2c(c1)OCCO2)S(=O)(=O)c1ccccc1
    9	3	4	1	0.8	-2	-3	3	6	-1
CCOC(=O)c1c(C)n(C)c2cc(OCCN(CC)CC)ccc12
    -17	-3	3	5	0.0	3	-9	-3	-1	8
Cc1n[nH]c(C)c1S(=O)(=O)NCCc1cccc(F)c1
    1	3	1	·	-0.3	-2	5	-2	10	2
CC1=CCP(=O)(c2ccccc2)C1 (stereo unspecified)
    -5	-4	6	1	0.5	0	-8	-5	0	-1
O=C(CCCl)N(Cc1nc2ccccc2c(=O)[nH]1)Cc1cccs1
    11	1	1	8	-0.5	0	-1	-1	-1	2
CCC(C)c1ccc(NC(=O)c2cccs2)cc1 (stereo unspecified)
    -5	-1	4	0	0.1	0	3	-6	5	-2
Cc1ccc(NC(=O)COC(=O)c2ccc(OCc3c(C)noc3C)cc2)cc1S(=O)(=O)N1CCOCC1
    3	2	-2	-5	0.2	-5	-8	5	-3	6

Random draw from the library. Share with any hit: about 4.6%.
